HEK293 cAMP ctrl = qHTS Assay for Agonists of the Thyroid Stimulating Hormone Receptor: Activators of Intracellular cAMP Concentrations in Parental HEK 293; parental HEK293 CNG cAMP sensor, membrane potential fluorescence; Potency, µM (doses to about 57.1 µM), without a hit: at the top dose activation, most hits filed as activators; 73,000 compounds, 2.5% hits; AID 938, 2007; note: potency is the fitted concentration of half-maximal effect; % of control where 0% means no effect; nearly all actives have a fitted effect of over 55% in size
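Parental HEK 293 cells stably expressing a cAMP-gated CNG channel were loaded with membrane potential dye containing 100 uM RO 20-1724 for 60 min. Compound added for 30 min; depolarization read as fluorescence intensity at 590 nm.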
BRCT PPI red = qHTS Assay for Inhibitors of BRCT-Phosphoprotein Interaction (Red Fluorophore); Breast cancer type 1 susceptibility protein (Homo sapiens), P38398; AID 892, 2007; BRCT-phosphopeptide binding, red fluorescence polarization; Potency, µM (series often up to 76.9 µM), for the others: top-dose activity change, negative = inhibition, actives largely listed as inhibitors; 75,000 compounds, 0.03% hits; note: % is set by controls: 0 for no effect and ±100 for the full control effect
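Rhodamine-labelled pBACH1 10-mer (100 nM) bound to BRCT domain (100 nM) at pH 7.3; compounds incubated 12 min room temperature, polarization read. Free peptide defines full inhibition; unlabelled decapeptide titrated as control.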
4-MU autofl = qHTS Assay for Spectroscopic Profiling in 4-MU Spectral Region. compound autofluorescence, 340/450 nm, 4-MU equivalents; stronger effect = higher value. max dye-equivalent concentration, M. 59,000 compounds, 11% hits; in the data active = max dye-equivalent concentration above about 10 nM; inconclusive = mostly about 1.1 nM to 9.6 nM
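Compounds in 100 mM Tris, pH 8.0, incubated 15 min at room temperature, then fluorescence read at 340 nm excitation/450 nm emission. Signal converted to 4-MU dye-equivalent concentration using an on-plate six-point 4-MU standard curve.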
Rhodamine autofl = qHTS Assay for Spectroscopic Profiling in Rhodamine Spectral Region | Rhodamine-region fluorescence, 547/598 nm, Tris buffer; stronger effect = higher value | 59,000 compounds, 0.05% hits | max dye-equivalent concentration, M; in the data active = max dye-equivalent concentration above about 11 nM; inconclusive = between about 1.1 nM and that limit
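Steps: pin-transfer compounds into pH 8.0 Tris (100 mM), hold 15 min at room temperature, image with a 547/598 nm filter pair, and convert intensities to rhodamine-equivalent concentration using a six-point on-plate rhodamine series.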
Casp7 inh = qHTS Assay for Allosteric/Competitive Inhibitors of Caspase-7 | P55210 | recombinant caspase-7, Ac-DEVD-AFC fluorescence rate | Potency, µM (titrated, usually from 57.5 µM), without a hit: top-dose activity change, negative = inhibition, usual class: inhibitors | 75,000 compounds, 0.02% hits | AID 889, 2007; active = well fitted inhibition curve with a large enough effect in the main read-out, with a control signal flat, not every such curve was filed as active; inconclusive = small, poorly fitted or top-dose-only effect, or a change in a side signal; note: potency is the fitted concentration of half-maximal effect; % of control where 0% means no effect
USP2a inhib = qHTS Assay for Inhibitors of Ubiquitin-specific Protease USP2a. Ubiquitin carboxyl-terminal hydrolase 2 (Homo sapiens), O75604. USP2a enzymatic assay, qHTS inhibition. Potency, µM (titrated, usually from 38.3 µM), without a hit: at the highest dose activity change, negative = inhibition, hits mostly inhibitors. 60,000 compounds, 0.1% hits;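 note: potency is the fitted concentration of half-maximal effect; nearly all actives have a fitted effect of over 60% in size; plate controls were DMSO for no effect and NEM full inhibition control for full effect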
Target sequence (O75604 whole entry, looked up): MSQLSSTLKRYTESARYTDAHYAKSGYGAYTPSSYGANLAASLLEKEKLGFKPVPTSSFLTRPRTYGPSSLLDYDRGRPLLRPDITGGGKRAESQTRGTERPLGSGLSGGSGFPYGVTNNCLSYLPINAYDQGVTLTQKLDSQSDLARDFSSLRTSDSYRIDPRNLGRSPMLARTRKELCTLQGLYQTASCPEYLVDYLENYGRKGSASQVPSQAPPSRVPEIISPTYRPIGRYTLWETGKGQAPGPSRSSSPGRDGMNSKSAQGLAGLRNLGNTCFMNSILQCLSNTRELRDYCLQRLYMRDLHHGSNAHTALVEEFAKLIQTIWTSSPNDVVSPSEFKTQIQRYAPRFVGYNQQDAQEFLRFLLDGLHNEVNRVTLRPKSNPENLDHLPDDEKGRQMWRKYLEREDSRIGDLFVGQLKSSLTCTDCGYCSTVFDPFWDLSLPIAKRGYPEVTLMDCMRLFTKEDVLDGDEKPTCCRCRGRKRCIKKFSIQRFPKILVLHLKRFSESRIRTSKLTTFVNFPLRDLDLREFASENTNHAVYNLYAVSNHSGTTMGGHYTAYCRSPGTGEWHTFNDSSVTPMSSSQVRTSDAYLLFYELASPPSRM
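20 nM USP2 core + cpd, 30 min RT; add 20 nM Ub-PLA2/20 uM NBD C6-HPC; read Ex460/Em535 at 0 h and 2.5 h. Normalized to NEM; qHTS curve fit/classification.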
Caspase-1 inhib = qHTS Assay for Allosteric/Competitive Inhibitors of Caspase-1. P29466. Caspase-1 enzyme, Ac-WEHD-AFC fluorogenic rate. AID 900, 2007. 75,000 compounds, 0.03% hits. Potency, µM (highest dose often 57.5 µM), for the others: at the highest dose activity change, negative = inhibition, most hits filed as inhibitors;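 note: potency is the fitted concentration of half-maximal effect; plate controls were vehicle for no effect and no substrate for full effect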
Target sequence (P29466 120-297 limits assumed): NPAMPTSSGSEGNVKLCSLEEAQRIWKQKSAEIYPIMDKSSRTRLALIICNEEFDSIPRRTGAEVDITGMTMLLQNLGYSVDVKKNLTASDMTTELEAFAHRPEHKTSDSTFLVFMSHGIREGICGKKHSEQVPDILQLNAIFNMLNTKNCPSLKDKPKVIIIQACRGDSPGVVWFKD
Target sequence (P29466 317-404 limits assumed): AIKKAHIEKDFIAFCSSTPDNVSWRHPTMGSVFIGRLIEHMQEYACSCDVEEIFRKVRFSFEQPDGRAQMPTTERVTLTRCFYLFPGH
A350 fluor = qHTS Assay for Spectroscopic Profiling in A350 Spectral Region; Compound autofluorescence, 340/450 nm, Alexa 350 dye-equivalents; stronger effect = higher value; max dye-equivalent concentration, M; 59,000 compounds, 11% hits; in the data active = max dye-equivalent concentration above about 10 nM; inconclusive = mostly about 1.1 nM to 9.6 nM
BRCT inh green = qHTS Assay for Inhibitors of BRCT-Phosphoprotein Interaction (Green Fluorophore). 75,000 compounds, 0.05% hits. Potency, µM (highest dose often 76.9 µM), for the others: top-dose activity change, negative = inhibition, most hits filed as inhibitors. AID 875, 2007. BRCA1 BRCT-phosphopeptide binding, green fluorescence polarization. Breast cancer type 1 susceptibility protein (Homo sapiens), P38398;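 note: potency is the fitted concentration of half-maximal effect; plate controls were peptide without protein for full effect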
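Fluorescence polarization: His-tagged BRCT (~35 kDa BRCA1 C-terminus, 250 nM) bound to 100 nM fluorescein-labeled phosphorylated 10-aa BACH1 peptide, pH 7.3 phosphate buffer with DTT and Tween 20. Compounds incubated 12 min at room temperature; inhibition read as lowered polarization.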
Fluorescein autfl = qHTS Assay for Spectroscopic Profiling in Fluorescein Spectral Region; Compound autofluorescence, 480/540 nm, fluorescein-equivalent; stronger effect = higher value; max fluorescein-equivalent concentration, M; 59,000 compounds, 0.91% hits; AID 593, 2007; in the data active = max fluorescein-equivalent concentration above about 10 nM; inconclusive = between about 1.1 nM and that limit
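Fluorescein stocks ranging 3 mM down to 300 nM, plus DMSO blanks, were pinned alongside compounds to build a per-plate standard curve. Buffer: 100 mM Tris, pH 8.0. Incubation 15 min, room temperature; filters 480/540 nm.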
Texas Red fluor = qHTS Assay for Spectroscopic Profiling in Texas Red Spectral Region. Compound fluorescence, Texas Red channel, 547/618 nm; stronger effect = higher value. max dye-equivalent concentration, M. 59,000 compounds, 0.06% hits; in the data active = max dye-equivalent concentration above about 10 nM; inconclusive = between about 1.1 nM and that limit
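Dye-equivalent concentrations come from scaling compound signal (ex 547, em 618 nm) to six Texas Red standard concentrations run on every plate, after 15 min room-temperature incubation in pH 8.0 Tris (100 mM).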
Numbers without * were called inactive; i = inactive; ? = inconclusive; / = no result given; [ ] = dose if it differs, or a comment. Unless noted, calls come from the whole dose curve; as a rule, active = well fitted curve in the direction sought with a large enough effect; inconclusive = small, poorly fitted or top-dose-only effect, or another doubt; inactive = no such curve, though single readings can be large; an effect the other way counts as inactive or inconclusive.

SMILES	HEK293 cAMP ctrl	BRCT PPI red	4-MU autofl	Rhodamine autofl	Casp7 inh	USP2a inhib	Caspase-1 inhib	A350 fluor	BRCT inh green	Fluorescein autfl	Texas Red fluor
CCC(O)C(C)(C)C (stereo unspecified)	-31%[inhibitor]	-1.2%	/	/	3%	/	-13%	/	-0.7%	/	/
CCn1c(SCC(=O)NCCc2ccc(F)cc2)nnc1-c1cccs1	15%	-0.8%	i	i	-1%	8%	0%	i	-0.7%	i	i
c1cncc(C(c2nnnn2C2CCCC2)N2CCN(Cc3ccc4c(c3)OCO4)CC2)c1 (stereo unspecified)	?	1.4%	i	i	7%	10%	0%	i	0.6%	?	i
Cc1cc(NS(=O)(=O)c2ccc(NC(=O)c3ccoc3C)cc2)nc(C)n1	4%	1.4%	i	i	0%	-3%	-1%	i	-1.0%	i	i
CCOc1ccccc1N1CCN(c2nc(N)c(C#N)c(CC#N)c2C#N)CC1	?	0.4%	?	i	-11%	33%[activator]	-10%	?	6.7%	?	i
O=C(NCC1CCCO1)C1CCN(CC2CCCCC2)CC1 (stereo unspecified)	21%	-0.4%	i	i	0%	-1%	0%	i	0.2%	i	i
O=C(c1cnccn1)N1CCC2(CC1)CCN(C(c1ccccc1)c1ccccc1)CC2	-8%	-0.2%	i	i	-2%	73%[activator]	4%	i	-3.6%	i	i
CC(OC(=O)c1cc[n+]([O-])cc1)C(=O)Nc1ccc(Cl)cn1 (stereo unspecified)	14%	-0.7%	i	i	2%	8%	2%	?	-3.0%	?	i
O=C(Cn1cnc2c(cnn2-c2ccccc2)c1=O)N1CCCc2ccccc21	28%	-1.3%	i	i	1%	25%	-3%	i	-1.3%	i	i
COc1cccc(NS(=O)(=O)c2ccc3[nH]cc(C(=O)NCCC(C)C)c(=O)c3c2)c1	2%	-3.6%	i	i	1%	17%	-1%	i	-2.1%	i	i
O=C1c2ccccc2C(=O)N1Cc1nc2ccccc2o1	4%	-0.1%	i	i	-5%	-5%	0%	i	-2.8%	i	i
O=C(CSCc1ccccc1)NC1CCSC1=O (stereo unspecified)	3%	0.8%	i	i	0%	13%	-4%	i	2.4%	?	i
COc1ccc(S(N)(=O)=O)cc1C(=O)NCC1(N2CCCCC2)CCCCC1	8%	-1.4%	i	i	0%	-8%	0%	i	-0.4%	i	i
COc1ccccc1N1CCN(C(c2ccc(C)cc2)c2nnnn2C(C)C)CC1 (stereo unspecified)	16µM*	-0.4%	i	i	0%	130%[activator]	-4%	i	-1.9%	i	i
CCOc1ccc(NS(=O)(=O)c2ccc(OCC(=O)NCCCOC)cc2)cc1	6%	-0.5%	i	i	0%	2%	-1%	i	-0.3%	i	?
O=C(CSc1nc2ccccc2n1CC(=O)N1CCCC1)NCc1ccc2c(c1)OCO2	9%	0.1%	?	i	0%	1%	-1%	?	0.1%	i	i
CCOc1ccc(Cn2nnc(C(=O)NCCc3ccccc3)c2N)cc1	-2%	-1.8%	/	/	-1%	/	-4%	/	-2.2%	/	/
COCCn1nnnc1C(c1cc2ccc(C)cc2[nH]c1=O)N(Cc1ccco1)Cc1cccs1 (stereo unspecified)	25%	-0.7%	?	i	-2%	/	-4%	?	1.0%	i	i
Cc1nnc(N2CCOCC2)c2ccccc12	/	/	i	i	/	/	/	i	/	?	i
Cc1cc(N2CCCC2=O)c(N)cc1N	9%	-0.1%	i	i	0%	0%	1%	i	-1.3%	i	i
COc1ccc(N2C(=O)CCC(C(=O)N(C)C3CCCCC3)C2c2ccc(OC)c(OC)c2)cc1 (stereo unspecified)	-3%	-2.0%	i	i	2%	-1%	2%	i	-2.0%	?	i
c1ccc(Cn2ncc3ccccc32)cc1	12%	0.2%	/	/	-1%	/	-4%	/	-1.0%	/	/
COc1cc(NC(=O)c2cccs2)ccc1NC(=O)c1ccco1	3%	-1.1%	1.3e-07M*	i	0%	6%	1%	1.4e-07M*	-0.3%	i	?
COc1cc(OC)c(C2N(C)c3ccccc3N2C)cc1OC	-3%	-0.3%	/	/	0%	2%	-1%	/	0.9%	/	/
O=C(Nc1ccc2c(c1)nc1n2CCOC1)C1CCCCC1	-7%	-1.7%	i	i	-1%	5%	-1%	?	-1.4%	?	?
O=C(CSc1nnc(-c2ccc(F)cc2)o1)N1CCN(C(=O)c2ccco2)CC1	-2%	-2.1%	i	i	3%	7%	1%	i	-0.9%	i	i
c1ccc([C@H]2NCCc3c2[nH]c2ccccc32)cc1	5%[11.4 µM]	0.3%[15.4 µM]	/	/	0%[11.5 µM]	/	-2%[11.5 µM]	/	-0.1%[15.4 µM]	/	/
O=C(Cn1cnc2c(oc3ccccc32)c1=O)NCC1CCCO1 (stereo unspecified)	3%	-0.2%	i	i	1%	3%	0%	i	1.4%	i	i
COc1ccc(-n2c(=O)c(CCc3ccccc3)nc3cnc(N4CCN(C)CC4)nc32)cc1	17%	0.7%	i	i	-11%	143%[activator]	-9%	i	2.2%	1.2e-08M*	i
c1ccc(-c2nnc(OCCN3CCOCC3)c3ccccc23)cc1	/	/	i	i	/	/	/	i	/	?	i
O=C1c2ccccc2C(=O)N1CCC(=O)N1CCc2ccccc21	3%	-2.1%	i	i	1%	0%	-1%	i	-0.5%	i	i
Cc1cc(C)cc(NC(=O)C2CCCC2)c1	29%	-0.7%	i	i	1%	7%	4%	i	0.0%	?	?
CCc1ccccc1NC(=O)c1ccc(F)c(S(=O)(=O)N2CCC(C(N)=O)CC2)c1	-3%	0.1%	i	i	4%	18%	0%	i	-0.4%	i	i
CC1(C)CC(=O)C=C(NC2CCS(=O)(=O)C2)C1 (stereo unspecified)	8%	0.7%	?	i	-3%	1%	-3%	?	-2.3%	i	i
COc1ccc(-n2nnc3c(=O)n(CC(=O)N4CCC(C)CC4)cnc32)cc1	0%	1.3%	/	/	3%	/	0%	/	-0.7%	/	/
O=C(NCc1ccc(N2CCCC2=O)cc1)Nc1cccc(Cl)c1	22%	0.6%	i	i	0%	29%	-1%	i	-2.1%	i	i
Cc1sc(-n2c(C)ccc2C)c(C#N)c1C	/	/	?	i	/	/	/	1e-08M*	/	?	i
COC(=O)CCC(=O)c1oc2ccc(Cl)cc2c1NC(=O)CCCN1C(=O)c2ccccc2C1=O	11%	-1.5%	i	i	-2%	24%	-1%	i	-0.9%	i	i
Cc1cc(NC(=O)Nc2cccc(C(F)(F)F)c2)no1	9%	-0.2%	i	i	0%	6%	0%	i	-1.8%	?	i
CCN(CC)CCn1c(SCC(=O)NCc2ccco2)nc2c(sc3ccccc32)c1=O	?	0.5%	1.2e-08M*	i	-1%	12%	2%	1.2e-08M*	-0.8%	i	i
Cc1ccccc1-c1coc2cc(O)ccc2c1=O	5%	-1.1%	4.1e-07M*	i	-6%	38%[activator]	-1%	4.7e-07M*	10%	?	i
COc1ccc(N2CC(C(=O)NCCCN3CCOCC3)CC2=O)cc1 (stereo unspecified)	-3%[11.4 µM]	0.6%	/	/	1%	-6%[7.66 µM]	0%	/	-3.2%	/	/
CCC(Cc1ccccc1)NC(=O)CN1C(=O)CSc2ncccc21 (stereo unspecified)	?	-0.6%	/	/	1%	/	-2%	/	-0.9%	/	/
CCc1cc2c(=O)c(-c3nc4ccccc4[nH]3)coc2c(CN2CCCC(C)C2)c1O (stereo unspecified)	?	0.1%	/	/	-2%	/	-2%	/	-0.5%	/	/
O=C1CCCc2nc(N3CCN(Cc4ccccc4)CC3)ncc21	21%	0.0%	i	i	0%	12%	-2%	i	0.3%	i	i
COc1cccc(OCCn2ccnc2)c1	13%	-0.9%	i	i	-2%	-5%	-1%	i	-1.2%	i	i
CN(C)Cc1ccccc1-c1nccc(N(C)Cc2ccco2)n1	32µM*	-1.9%	i	i	-2%	12%	-1%	i	0.4%	i	i
CSc1ccccc1C(=O)Nc1cccc(C(C)O)c1 (stereo unspecified)	9%	-0.3%	i	i	-2%	0%	-1%	i	-1.4%	?	i

Of the compounds above, three contain a Cl atom:
SMILES	HEK293 cAMP ctrl	BRCT PPI red	4-MU autofl	Rhodamine autofl	Casp7 inh	USP2a inhib	Caspase-1 inhib	A350 fluor	BRCT inh green	Fluorescein autfl	Texas Red fluor
CC(OC(=O)c1cc[n+]([O-])cc1)C(=O)Nc1ccc(Cl)cn1 (stereo unspecified)	14%	-0.7%	i	i	2%	8%	2%	?	-3.0%	?	i
O=C(NCc1ccc(N2CCCC2=O)cc1)Nc1cccc(Cl)c1	22%	0.6%	i	i	0%	29%	-1%	i	-2.1%	i	i
COC(=O)CCC(=O)c1oc2ccc(Cl)cc2c1NC(=O)CCCN1C(=O)c2ccccc2C1=O	11%	-1.5%	i	i	-2%	24%	-1%	i	-0.9%	i	i

From PubChem

This is a subset, so the mix of outcomes need not match the whole.
